From PubChem
SV40 large T antigen – TAg ATPase/helicase activity blockers – biochemical (AID 1903) | SV40 large T antigen ATPase/helicase inhibition assay; higher % means a stronger effect | inhibition, % at 20 µM, or IC50 in µM where a hit was titrated | 0.39% of 310,000 active; in the data active = a potency from the dose series; inconclusive = inhibition mostly from about 32% at the one dose, without a potency; inactive = the rest, 99 in 100 with inhibition below about 32%; also: strong numbers were not always called active
PhoP inhibition – inhibitors of PhoP regulon expression, primary screen, Salmonella Typhimurium, GFP reporter (AID 1863) | S. Typhimurium PhoP-regulated promoter GFP reporter, 4 h; higher % means a stronger effect | one-dose inhibition, % at 50 µM; IC50 in µM for titrated hits | 0.16% of 300,000 active;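 active = inhibition over 29.93%, a cutoff 3 SD above the screen mean, later confirmed by dose response; inconclusive = inhibition over 29.93% but no dose response follow-up; inactive = inhibition at most 29.93% or unconfirmed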;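 also: 0% = low Mg2+ inducing control and 100% = high Mg2+ repressing control; strong numbers were not always called active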
T cell HTS – T cell immune modulators affecting CD8 T cell-vesicle binding; 2C CD8+ T cell-vesicle binding, flow cytometry; hits give low values; 0.068% of 330,000 active; calls only at 7 µM;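 active = response, share of CD8 T cells binding vesicles, and their 90th percentile fluorescence all below set limits, cut at about 80% in these data, passing the limit was not always enough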
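Also added: QL9-peptide-loaded Drosophila micro-vesicles bearing Ld, ICAM-1 and B7-1; Test system: purified 2C TCR transgenic mouse naive CD8+ T cells; Measured by: cytometric PE anti-B7-1 and Alexa647 anti-CD8 signals after 1% paraformaldehyde fixation; Timing: binding step 1.5 h, 37 °C, antibody labelling 20 min, ice.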
WT yeast gro inh – growth inhibition of WT yeast, mitochondrial fusion screen | inhibition, % at 10 µM | mitochondrial fusion phenotypic screen, WT strain | 2.1% of 190,000 active; in the data active = inhibition above about 58%; tested in S. cerevisiae
Myeloid diff 2 – promotes myeloid progenitor differentiation. calls only at 10 µM. 1% of 360,000 active. AID 624256. ER-HoxA9 myeloid progenitors, lysozyme-GFP differentiation, flow cytometry;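 active = normalized GFP-positive differentiation at or above the plate's own cutoff, the solvent-only control mean plus 3 SD; inconclusive = no clear call, values can overlap the other calls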;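 also: cells exposed to compound for four days before flow analysis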
West Nile virus CPE – inhibition of WNV-induced cytopathic effect – cell-based, CPE readout (AID 1621); CPE inhibition, % at 10 µM, or IC50 in µM where a hit was titrated; 0.02% of 290,000 active; West Nile virus-infected cells, CPE inhibition; higher % means a stronger effect; in the data active = a potency from the dose series; inconclusive = CPE inhibition mostly from about 3.7% at the one dose, without a potency; inactive = the rest, 99 in 100 with CPE inhibition below about 2.2%; also: strong numbers were not always called active
RSV antiviral HEp-2 – RSV antiviral activity via CPE protection, HEp-2 cells, primary 10 µM value included (AID 2391) | HEp-2 cells, RSV-induced CPE inhibition; higher % means a stronger effect | one-dose CPE inhibition, % at 10 µM; IC50 in µM for titrated hits | 0.13% of 310,000 active; in the data active = a potency from the dose series; inconclusive = CPE inhibition mostly from about 23% at the one dose, without a potency; inactive = the rest, 99 in 100 with CPE inhibition below about 21%; also: strong numbers were not always called active
b-catenin transl – modulators of beta-catenin nuclear translocation; HeLa beta-catenin nuclear translocation, immunofluorescence imaging; nuclear translocation activity, % at 5 µM; 0.3% of 190,000 active;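 active = nuclear translocation activity above 50% at 5 µM, with a well cell count of 50 or more; inconclusive = wells under 50 cells across six images, flagged as toxic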;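 also: per-cell ratio of nuclear to cytoplasmic median beta-catenin stain intensity; plate controls were DMSO negative control for no effect and GSK-3 inhibitor IX positive control for full effect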
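test system = HeLa cells, endogenous beta-catenin | dosing = single 5 µM dose plus 0.02–20 µM confirmation series | times = compound treatment 24 h, 37°C, 5% CO2 | technique = beta-catenin immunofluorescence imaging with DAPI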
MgcRacGAP inhibition – MgcRacGAP GTPase-activating activity inhibitors, confirmation, biochemical, ADP Hunter fluorescence; MgcRacGAP-stimulated Rac1 GTP hydrolysis, ADP Hunter fluorescence; higher % means a stronger effect; GST-tagged Rac1 F28L mutant substrate; inhibition, % at 30 µM; hits with a dose series show IC50 in µM; 0.6% of 340,000 active; AID 624330;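 active = first-screen hits whose inhibition reached a set limit at any dose in the follow-up dose series; inconclusive = inhibition above the set first-screen limit but never retested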;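 also: fluorescence reports GDP produced by GAP-driven GTP hydrolysis; strong numbers were not always called active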
WT yeast gro inh mutant strain – also measured in WT yeast gro inh; calls as there; inhibition, %; mitochondrial fusion phenotypic screen, mutant strain inhibition
b-catenin transl cell count 5 µM – also measured in b-catenin transl; calls as there; cell count; measured here: cell count, cytotoxicity flag
T cell HTS vesicle-bound % – further read-out of T cell HTS, marked with its call; double positive events, %; measured here: CD8+ vesicle-bound cell fraction;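 binding gate set so that unloaded-vesicle control wells show 10% double positive cells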
Myeloid diff 2 GFP+ MAC1+ % – further read-out of Myeloid diff 2, marked with its call; GFP+ MAC1+ double positive, %; measured here: differentiation confirmed by MAC1 staining
Starred values were filed as active, the others as inactive.

`CCn1ccc(-c2ccccc2)c(C#N)c1=O` gave SV40 large T antigen 4%, PhoP inhibition -9%, T cell HTS inactive, WT yeast gro inh 0, Myeloid diff 2 inactive, West Nile virus CPE 0.2%, RSV antiviral HEp-2 0.2%, b-catenin transl -4.0, MgcRacGAP inhibition 1%, WT yeast gro inh mutant strain 8, b-catenin transl cell count 5 µM 1052, T cell HTS vesicle-bound % 30 and Myeloid diff 2 GFP+ MAC1+ % 0.2.
`COc1cc(C2NC(=S)NC(C)=C2C(=O)OC(C)C)ccc1OC(C)C` (centres undefined) gave SV40 large T antigen 7%, PhoP inhibition -1%, T cell HTS inactive, WT yeast gro inh -18, Myeloid diff 2 inactive, West Nile virus CPE -0.2%, RSV antiviral HEp-2 6.9%, b-catenin transl 3.2, MgcRacGAP inhibition 1%, WT yeast gro inh mutant strain -10, b-catenin transl cell count 5 µM 543, T cell HTS vesicle-bound % 58 and Myeloid diff 2 GFP+ MAC1+ % 0.7.
`O=C(NCCc1ccccc1)c1ccc(-n2cnnn2)cc1` gave SV40 large T antigen 12%, PhoP inhibition 17%, T cell HTS inactive, WT yeast gro inh -14, Myeloid diff 2 inactive, West Nile virus CPE 0.6%, RSV antiviral HEp-2 0.9%, b-catenin transl 1.2, MgcRacGAP inhibition -4%, WT yeast gro inh mutant strain -7, b-catenin transl cell count 5 µM 936, T cell HTS vesicle-bound % 11 and Myeloid diff 2 GFP+ MAC1+ % 1.4.
`COc1ccc(NC(=O)CN2CCN(CC(=O)Nc3ccc(F)cc3)CC2)c(OC)c1` gave SV40 large T antigen 8%, PhoP inhibition 11%, T cell HTS inactive, Myeloid diff 2 inactive, West Nile virus CPE -1.1%, RSV antiviral HEp-2 5.3%, MgcRacGAP inhibition 7%, T cell HTS vesicle-bound % 12 and Myeloid diff 2 GFP+ MAC1+ % 0.4.
`CCCCOC(=O)Nc1cc(C)c(Cl)cc1OC` gave SV40 large T antigen 14%, PhoP inhibition -24%, T cell HTS inactive, WT yeast gro inh -3, Myeloid diff 2 inactive, West Nile virus CPE 0.2%, RSV antiviral HEp-2 1.4%, b-catenin transl 0.5, MgcRacGAP inhibition -1%, WT yeast gro inh mutant strain 4, b-catenin transl cell count 5 µM 1227, T cell HTS vesicle-bound % 56 and Myeloid diff 2 GFP+ MAC1+ % 1.6.
For Cc1ccc(/C=C/C(=O)N2CCCN(C(=O)/C=C/c3ccc(C)cc3)CC2)cc1 the results were SV40 large T antigen 15%, PhoP inhibition 11%, T cell HTS inactive, WT yeast gro inh 30, West Nile virus CPE -0.7%, RSV antiviral HEp-2 inconclusive, b-catenin transl 0.0, MgcRacGAP inhibition 7%, WT yeast gro inh mutant strain 13, b-catenin transl cell count 5 µM 1183 and T cell HTS vesicle-bound % 50.
`CC(=O)C1=C(O)C(=O)N(Cc2cccnc2)C1c1ccc(O)cc1` (centres undefined) gave SV40 large T antigen 8%, PhoP inhibition 5%, T cell HTS inactive, WT yeast gro inh -12, Myeloid diff 2 inactive, West Nile virus CPE 0.0%, RSV antiviral HEp-2 2.8%, b-catenin transl -3.4, MgcRacGAP inhibition -3%, WT yeast gro inh mutant strain -3, b-catenin transl cell count 5 µM 1094, T cell HTS vesicle-bound % 45 and Myeloid diff 2 GFP+ MAC1+ % 0.9.
Screening CC1CCN(S(=O)(=O)c2ccc(Cl)cc2)CC1 returned SV40 large T antigen 1%, PhoP inhibition -2%, T cell HTS inactive, WT yeast gro inh -1, Myeloid diff 2 inactive, West Nile virus CPE -0.2%, RSV antiviral HEp-2 1.0%, b-catenin transl -3.5, MgcRacGAP inhibition 0%, WT yeast gro inh mutant strain 36, b-catenin transl cell count 5 µM 987, T cell HTS vesicle-bound % 57 and Myeloid diff 2 GFP+ MAC1+ % 8.7.
Screening CN(c1ccccn1)c1ncnc2[nH]ncc12 returned SV40 large T antigen 4%, PhoP inhibition -1%, T cell HTS inactive, Myeloid diff 2 inactive, West Nile virus CPE -0.2%, RSV antiviral HEp-2 -0.3%, b-catenin transl 0.0, MgcRacGAP inhibition -6%, b-catenin transl cell count 5 µM 1258, T cell HTS vesicle-bound % 35 and Myeloid diff 2 GFP+ MAC1+ % 0.5.
Screening CC(C)(C)c1cc(C(=O)NNC(=O)c2ccc(Cl)cc2)no1 returned SV40 large T antigen 2%, PhoP inhibition 4%, T cell HTS inactive, Myeloid diff 2 inactive, West Nile virus CPE -0.4%, RSV antiviral HEp-2 1.5%, b-catenin transl -5.1, MgcRacGAP inhibition 6%, b-catenin transl cell count 5 µM 1282, T cell HTS vesicle-bound % 18 and Myeloid diff 2 GFP+ MAC1+ % 0.4.
O=C(NCc1ccco1)c1ccc2snnc2c1 was read as SV40 large T antigen 3%, PhoP inhibition -3%, T cell HTS inactive, WT yeast gro inh -3, Myeloid diff 2 inactive, West Nile virus CPE 0.0%, RSV antiviral HEp-2 -0.4%, b-catenin transl -1.7, MgcRacGAP inhibition 12%, WT yeast gro inh mutant strain -1, b-catenin transl cell count 5 µM 1222, T cell HTS vesicle-bound % 3 and Myeloid diff 2 GFP+ MAC1+ % 0.8.
For CN1CCN(c2ccc(CNS(=O)(=O)c3ccc(Cl)cc3)cc2)CC1 the results were SV40 large T antigen 25%, PhoP inhibition -4%, T cell HTS inactive, Myeloid diff 2 inactive, West Nile virus CPE 0.5%, b-catenin transl -0.4, MgcRacGAP inhibition 9%, b-catenin transl cell count 5 µM 1254, T cell HTS vesicle-bound % 21 and Myeloid diff 2 GFP+ MAC1+ % 0.6.
For COc1cc(/C=C2\SC(=S)N(CC(=O)O)C2=O)ccc1OS(=O)(=O)c1ccc(C)cc1 the results were SV40 large T antigen 35%, PhoP inhibition -6%, T cell HTS inactive, Myeloid diff 2 inactive, RSV antiviral HEp-2 -1.4%, MgcRacGAP inhibition 0%, T cell HTS vesicle-bound % 41 and Myeloid diff 2 GFP+ MAC1+ % 0.5.
Screening COc1ccc(NC(=S)N2CCC(C(O)(c3ccccc3)c3ccccc3)CC2)cc1 returned SV40 large T antigen 3%, PhoP inhibition inconclusive, T cell HTS inactive, WT yeast gro inh 30, Myeloid diff 2 inactive, West Nile virus CPE -0.6%, RSV antiviral HEp-2 9.2%, b-catenin transl 0.4, MgcRacGAP inhibition -4%, WT yeast gro inh mutant strain 14, b-catenin transl cell count 5 µM 1135, T cell HTS vesicle-bound % 45 and Myeloid diff 2 GFP+ MAC1+ % 0.8.
Screening CCCC1=Nc2cc(C(=O)N3CCN(c4ccccn4)CC3)ccc2Sc2ccc(C)cc21 returned SV40 large T antigen 6%, PhoP inhibition -1%, T cell HTS inactive, Myeloid diff 2 inactive, West Nile virus CPE 0.0%, RSV antiviral HEp-2 19%, MgcRacGAP inhibition -2%, T cell HTS vesicle-bound % 11 and Myeloid diff 2 GFP+ MAC1+ % 4.0.
For Cc1ccccc1C(=O)N1CCC(C(=O)OCC(=O)Nc2cccc([N+](=O)[O-])c2C)CC1 the results were T cell HTS inactive, Myeloid diff 2 inactive, RSV antiviral HEp-2 0.5%, MgcRacGAP inhibition -1%, T cell HTS vesicle-bound % 42 and Myeloid diff 2 GFP+ MAC1+ % 0.9.
COc1ccc(OC)c(NC(=O)c2cc3sccc3n2C)c1 was read as SV40 large T antigen 0%, PhoP inhibition 2%, T cell HTS inactive, WT yeast gro inh -10, Myeloid diff 2 inactive, West Nile virus CPE 0.4%, RSV antiviral HEp-2 -0.2%, b-catenin transl -1.3, MgcRacGAP inhibition 4%, WT yeast gro inh mutant strain -2, b-catenin transl cell count 5 µM 852, T cell HTS vesicle-bound % 40 and Myeloid diff 2 GFP+ MAC1+ % 4.1.
COc1ccc(/C=C/C(=O)O)cc1S(=O)(=O)NCc1ccccc1 was read as SV40 large T antigen 21%, PhoP inhibition -5%, T cell HTS inactive, Myeloid diff 2 inactive, West Nile virus CPE 0.4%, RSV antiviral HEp-2 -0.5%, b-catenin transl -0.6, MgcRacGAP inhibition -7%, b-catenin transl cell count 5 µM 1306, T cell HTS vesicle-bound % 11 and Myeloid diff 2 GFP+ MAC1+ % 0.4.
Screening COCCNC(=O)C(C(=O)c1ccc(F)cc1)n1cc(C)ccc1=O (centres undefined) returned SV40 large T antigen 6%, PhoP inhibition -10%, T cell HTS inactive, WT yeast gro inh 2, Myeloid diff 2 inactive, West Nile virus CPE 1.0%, RSV antiviral HEp-2 1.9%, b-catenin transl -0.1, MgcRacGAP inhibition 0%, WT yeast gro inh mutant strain -1, b-catenin transl cell count 5 µM 1515, T cell HTS vesicle-bound % 5 and Myeloid diff 2 GFP+ MAC1+ % 0.3.
Screening COc1ccc(Cn2c(=S)[nH]c3cc(C(=O)NCc4cccnc4)ccc3c2=O)cc1 returned SV40 large T antigen 6%, PhoP inhibition 5%, T cell HTS inactive, WT yeast gro inh 14, Myeloid diff 2 inactive, West Nile virus CPE 0.6%, RSV antiviral HEp-2 -1.9%, b-catenin transl 0.6, MgcRacGAP inhibition 2%, WT yeast gro inh mutant strain -12, b-catenin transl cell count 5 µM 1051, T cell HTS vesicle-bound % 58 and Myeloid diff 2 GFP+ MAC1+ % 0.3.
Screening Cn1c(SCC(N)=O)nnc1C1CCN(C(=O)NCc2ccccc2)CC1 returned SV40 large T antigen 23%, PhoP inhibition -3%, T cell HTS inactive, WT yeast gro inh 14, Myeloid diff 2 inactive, West Nile virus CPE 0.1%, RSV antiviral HEp-2 0.6%, b-catenin transl -1.4, MgcRacGAP inhibition 4%, WT yeast gro inh mutant strain 25, b-catenin transl cell count 5 µM 1053, T cell HTS vesicle-bound % 68 and Myeloid diff 2 GFP+ MAC1+ % 1.2.
For COc1cc2[nH]c(=S)n(NC(=O)c3ccccc3)c(=O)c2cc1OC the results were SV40 large T antigen 7%, PhoP inhibition 8%, T cell HTS inactive, WT yeast gro inh 4, Myeloid diff 2 inactive, West Nile virus CPE -0.2%, RSV antiviral HEp-2 0.8%, b-catenin transl 1.5, MgcRacGAP inhibition 20%, WT yeast gro inh mutant strain -4, b-catenin transl cell count 5 µM 1178, T cell HTS vesicle-bound % 27 and Myeloid diff 2 GFP+ MAC1+ % 1.3.
